Screening data (PubChem)
All columns: NCI-60 one-dose screen, growth in % after 48 h at 10 µM unless noted; 100 = growth as untreated, 0 = no growth, -100 = all killed.
SF-295 – SF-295 CNS cancer cells; hit rate 5.6% among 79,000
SNB-19 – SNB-19 CNS cancer cells. hit rate 2.5% among 81,000
SF-268 – SF-268 CNS cancer cells; hit rate 3.1% among 82,000; AID 1794759
HCC-2998 – HCC-2998 colon cancer; hit rate 4.7% among 79,000; AID 1794799
SNB-75 – SNB-75 CNS cancer; hit rate 5% among 79,000; AID 1794750
PC-3 – PC-3 prostate cancer cells. hit rate 3.9% among 80,000. AID 1794754
SF-539 – SF-539 CNS cancer | hit rate 6.8% among 81,000
U251 – U251 CNS tumor cells; hit rate 5.4% among 80,000
* hit, by the source's call; / = not tested or not shown; & = joins results of further samples; [ ] = remark or other dose. The calls were made as follows: active = growth percent below 10; inactive = the rest.

SMILES | SF-295 | SNB-19 | SF-268 | HCC-2998 | SNB-75 | PC-3 | SF-539 | U251
O=C(Nc1cccc2ccccc12)NC1CC1 | 116 | 107 | 120 | 111 | 84 | 97 | 122 | 101
CSc1nc(NCCCNc2ccnc3cc(Cl)ccc23)cc(-c2ccccc2)n1 | 57 | 92 | 68 | -60* | 57 | 60 | / | 53
O=C1CSC(=Nc2ccc(OCc3nnc(-c4ccc(Cl)cc4)o3)cc2)N1 | / | 94 | 96 | 89 | 86 | 93 | 95 | /
O=C(/C=C/c1ccc(O)c(O)c1)NC(Cc1ccccc1)C(=O)C(=O)NCc1ccccc1 (stereo not drawn) | 112 | 92 | 97 | 97 | 75 | 94 | 97 | 96
OCc1ccc(N2CCc3cccc(F)c3C2)cc1Cl | 53[0.1 µM] | 85[0.1 µM] | 105[0.1 µM] | 81[0.1 µM] | 108[0.1 µM] | 89[0.1 µM] | 110[0.1 µM] | 53[0.1 µM]
O=c1c2c3c(sc2n2c(/C=C/c4ccc(Br)cc4)nnc2n1Cc1ccccc1)CCCC3 | 99 | 69 | 83 | 86 | 92 | 78 | 83 | 73
O=C(Nc1sc2c(c1C(=O)NCCc1c[nH]c3ccccc13)CCCC2)c1ccccc1 | 86 | 97 | 78 | 104 | 65 | 70 | 91 | 85
CCOC(=O)CC1(C)NCCS1 (stereo not drawn) | 94 | 95 | 103 | 97 | 105 | 92 | 99 | 103
CC1CCC2(CC1)N=C(N)NC(Nc1ccc(S(N)(=O)=O)cc1)=N2 (stereo not drawn) | 104 | 105 | 104 | 107 | 100 | 104 | 98 | 101
CCCc1nn(-c2ccccc2)c2c1C(c1cc3c(cc1[N+](=O)[O-])OCO3)C(C#N)=C(N)O2 (stereo not drawn) | 100 | 97 | 102 | 113 | 91 | 107 | 109 | 104
COc1ccc(/C=C/C(=O)Nc2ccc(C=C3c4ccccc4C(=O)c4ccccc43)cc2)cc1 | 59 | 73 | 89 | 90 | 44 | / | 86 | 52
O=C(Nc1ncc(Cc2ccccc2)s1)C(=S)N1CCOCC1 | 100 | 101 | 98 | 106 | 92 | 94 | 93 | 100
CCOC(=O)c1c(OC)ccc2ccccc12 | 104 | 114 | 99 | 98 | 95 | 107 | 111 | 102
COc1ccc2cc(-c3nc4c(cnn4-c4ccc(Br)cc4)c(=O)[nH]3)c(OC)nc2c1 | 99 | 94 | 91 | 98 | 88 | 89 | 105 | 96
Nc1nc(Nc2ccc(Cl)cc2O)nc(C(Cl)(Cl)Cl)n1 | 106 | 98 | 87 | 125 | 76 | 92 | 99 | 92
CC1(C)OC(=O)C(=Cc2ccc(Br)cc2)C(=O)O1 | 102 | 98 | 102 | 115 | 85 | 85 | 95 | 94
COc1cc2ccc(CC(=O)O)cc2cc1OC | 97 | 113 | 94 | 100 | 91 | 87 | 98 | 99
O=C(/C=C/c1ccccc1)Nc1ccccc1-c1nc2ccccc2c(=O)[nH]1 | 107 | 91 | 95 | 99 | 89 | 78 | 87 | 95
O=C(c1c(-[n+]2noc(=O)[nH]2)no[n+]1[O-])N1CCOCC1 | 103 | 102 | 99 | 111 | / | 98 | 100 | 104
O=C(CSc1nc(-c2ccccc2)[nH]c1S(=O)(=O)c1ccccc1)NC1CC1 | 36 | 101 | 102 | 69 | 98 | 81 | 103 | 20
COc1ccc(Nc2ccc3ccccc3c2)cc1 | 80 | 79 | 81 | / | 64 | 72 | 93 | /
C/C(=N/O)c1ccc(NC(=O)CSc2nnc(-c3ccc(-c4nc5ccc(Cl)cc5[nH]4)cc3)o2)cc1 | -16* | -87* | 18 | 71 | -28* | -22* | -100* | -96*
CC(NS(C)(=O)=O)c1ccccc1 (stereo not drawn) | 94 | 106 | 99 | 96 | 85 | 91 | 103 | 103
O=C(O)c1cc(I)ccc1O | 105 | 93 | 111 | 95 | 82 | 104 | 98 | 100
O=C(CN1CCc2ccccc21)NC1=Nc2ccccc2C(=O)NN1 | 98 | 112 | 105 | 105 | 79 | 108 | 108 | 99
SMILES | SF-295 | SNB-19 | SF-268 | HCC-2998 | SNB-75 | PC-3 | SF-539 | U251
N/C(=N\N=C\c1ccc2c(c1)OCO2)N/N=C\c1ccc2c(c1)OCO2 | 121&114 | 92&108 | 76&101 | 86&103 | 135&113 | 90&103 | 113&109 | 85&99
COc1ccc(-c2nc(C(=O)Nc3cc(F)cc(F)c3)nn2-c2cccc3ccccc23)cc1OC | 86 | 100 | 87 | 98 | 80 | 66 | 96 | 86
Cc1cccc[n+]1Cc1ccccc1 | 89 | 107 | 105 | 100 | 103 | 98 | 98 | 101
COC(=O)c1cc(Nc2nc(O)c(C3=c4cc(OC)ccc4=NC3=O)s2)ccc1O | 119 | 99 | 98 | 120 | 101 | 94 | 104 | 105
CSc1nc2ncc(C(N)=O)c(=O)n2[nH]1 | 100 | 102 | 101 | 106 | / | 100 | 97 | 102
COc1ccc2nc(SCC(=O)Nc3ccccc3C)[nH]c2c1 | 93 | 95 | 102 | 106 | 82 | 85 | 101 | 93
COc1ccc([N+](=O)[O-])cn1 | 101 | 108 | 94 | / | 101 | 98 | 102 | 105
O=C(Nc1ccc(Cl)cc1)Nc1nc2ccc([N+](=O)[O-])cc2s1 | -58* | 11 | 8.0* | -28* | / | -7.8* | -22* | -11*
CCCCN(CCCC)CC(O)c1cc2c(Cl)cc(Cl)cc2c2cc(C(F)(F)F)ccc12 (stereo not drawn) | / | 96 | 102 | 97 | 106 | 91 | 95 | 92
CCCC(=O)OCCOc1ccccc1 | 106 | 98 | 105 | 108 | 95 | 92 | 99 | 88
C/C=N\C(N)=S | 98 | 107 | 101 | 96 | 91 | 102 | 97 | 102
O=C(Nc1cccc(F)c1)Nc1ccc(F)c(C(=O)c2c[nH]c3ncccc23)c1F | 95 | 97 | 87 | 137 | / | 81 | 61 | 96
COc1ccc2c(c1)oc1c3[nH]c4ccccc4c3c3c(c21)C(=O)N(O)C3=O | 30 | 33 | 33 | 85 | 40 | 45 | 29 | 16
CC(=O)OCc1cc(Cl)cc(COC(C)=O)c1OC(C)=O | 102 | 96 | 97 | 105 | 86 | 90 | 99 | 89
O=c1oc2ccc(Br)cc2cc1C1=CSc2nc3sc4c(c3c(=O)n2N=C1)CCCC4 | 101 | 97 | 101 | 125 | / | 77 | 100 | 99
CCCCCCc1cn(C(C)c2ccc(OC3CCCC3)c(OC)c2)nn1 (stereo not drawn) | 94 | 82 | 93 | 109 | 102 | 80 | 104 | 92
CC(=O)N(C)c1ccc([N+](=O)[O-])cc1 | 107 | 98 | 116 | 95 | / | 93 | 106 | 101
CCCCCCCCCCCCCCCC[N+]1(C)CCOCC1 | 20 | -29* | -35* | 14 | 12 | -52* | -1.8* | -85*
CCCc1nc2c([nH]1)c(=O)n(C)c(=O)n2C | 98 | / | 110 | 101 | 96 | / | 102 | 104
NC(N)=NCCC[C@@H](NC(=O)[C@@H](Cc1ccccc1)NC(=O)Cc1ccc(Cl)cc1)C(=O)NCC(=O)NCc1cn(CCNC(=O)CCC(F)(F)C(F)(F)C(F)(F)C(F)(F)C(F)(F)C(F)(F)C(F)(F)C(F)(F)F)nn1 | 101 | 97 | 92 | 114 | 76 | 77 | 97 | 95
O=C(c1ccccc1)C1CC1c1ccccc1 (stereo not drawn) | 105&96 | 97&92 | 108&100 | 109&100 | 87&91 | 107&94 | 95&96 | 100&98
CCCCn1cnc(-c2cc(-c3ccc(F)cc3)cc(C(F)(F)F)c2)n1 | 105 | 102 | 96 | 103 | 93 | 83 | 101 | 95
Cc1c(C(=O)Nc2ccc(F)cc2)sc2c(=O)[nH]cnc12 | 97 | 105 | 107 | 103 | 82 | 92 | 104 | 98
CCC/C=C(/C=O)CC | 99 | 107 | 98 | 85 | 84 | 100 | 95 | 104
COc1ccc(-c2nc3ccccc3n3cccc23)cc1 | 114 | 140 | 109 | 110 | 107 | 79 | 101 | 100
SMILES | SF-295 | SNB-19 | SF-268 | HCC-2998 | SNB-75 | PC-3 | SF-539 | U251
COc1ccc(-c2ccnc(/N=C(\N)Nc3ccc(S(=O)(=O)Nc4nc(C)cc(C)n4)cc3)n2)cc1 | 95 | 101 | 111 | 126 | 106 | 100 | 94 | 105
O=C(O)c1ccc(-n2cc(CNc3ccc(Oc4ccccc4)cc3)c(-c3ccccc3)n2)cc1 | 72 | 88 | 90 | 120 | 82 | 96 | 91 | 83
O=C(O)CC1c2ccccc2-c2ccccc21 | 106 | 107 | 97 | 94 | 93 | 101 | 103 | 101
CC(C)(C)OC(=O)N/N=C/c1ccc2c(c1)CCC2 | / | 110 | 108 | 107 | 101 | 94 | 95 | 101
Cc1sc2nc(N3CCOCC3)[nH]c(=O)c2c1C | 100 | 95 | 99 | 105 | 93 | 86 | 101 | 95
CC(=O)c1sc(/N=C2\NC(=O)/C(=C/c3cn(C)c4ccccc34)S2)nc1C | 105 | 103 | 96 | 104 | 87 | 102 | 102 | 100
COc1cccc(CNc2ccc3ncnc(Nc4ccc(F)c(Cl)c4)c3c2)c1 | 79 | 69 | 66 | 86 | 79 | 53 | 94 | 71
CCCCCCCCSC(=O)Nc1cccc2ccccc12 | 126 | 105 | 94 | 103 | 85 | 81 | 102 | 94
CC(C)(C)c1cc(/C=N\O)cc(C(C)(C)C)c1O | 99 | 99 | 108 | 111 | 94 | 105 | 94 | 96
Cc1cccnc1NC(=S)Nc1ncccc1C | 81 | 104 | 108 | / | 96 | 100 | 107 | 100
CC(=O)/C(=C/c1cccc(C#N)c1)C(=O)c1ccccc1 | 92 | 85 | 88 | 107 | 107 | 73 | 98 | /
O=S(=O)(NO)c1ccc(Cl)cc1 | 96 | 101 | 99 | 108 | 102 | 96 | 99 | 91
O=S(=O)(Nc1ccc(O)c(Sc2nc3ccccc3s2)c1)c1ccc(F)cc1 | 77 | 96 | 87 | 101 | 93 | 71 | 91 | 85
Cc1ccc(C2CC(c3cccc(Nc4ccncc4)c3)=NN2c2cc(Cl)cc(Cl)c2)cc1 (stereo not drawn) | -6.7* | 85 | 83 | -78* | 70 | 34 | 78 | -49*
O=C(O)c1cccnc1C(=O)O | 103&98 | 86&104 | 100&103 | 108 | 89&94 | 94&106 | 84&103 | 92&105
Cc1cc(NC(=O)C(Cl)Cl)cc2c1OCO2 | 108 | 109 | 100 | / | 90 | 95 | 100 | 114
COc1cc(C(=O)O)c(OC)c2c1OCO2 | 106 | 109 | 102 | 106 | / | 96 | 104 | 107
COc1ccc2c(c1)C(=O)N(C)C2C1c2c(cc3c(c2OC)OCO3)CCN1C (stereo not drawn) | 27 | 49 | 66 | 63 | 37 | 47 | 45 | 43
CC1(C)CC[C@]2(C(=O)O)CC[C@]3(C)C(=CCC4[C@@]5(C)C[C@@H](O)[C@@H]6OC(c7ccccc7Br)OC[C@@]6(C)C5CC[C@]43C)C2C1 (stereo partly drawn) | 11 | 28 | 24 | 19 | 48 | 13 | 27 | 13
CC(=O)Nc1cc(Cl)ccc1C | 111 | 106 | 107 | / | 99 | 103 | 113 | 115
CCCCCCCCc1cccc(C(=O)Nc2ccc(C)cc2C(=O)O)c1 | 80 | / | 102 | 110 | 99 | 87 | 95 | 86
CC1(C)[C@@H]2CC[C@]1(C)[C@H](OC(=O)CSC#N)C2 | 102 | 102 | 109 | 99 | 102 | 101 | 107 | 99
Cc1nn(-c2ccccc2)c2nc3c(cc12)C(=O)c1ccccc1-3 | 100 | 106 | 112 | 102 | 107 | 100 | 105 | 99
CCOC(OCC)C(=O)N1CCCCC1 | / | 97 | 115 | 108 | 84 | 98 | 97 | 99
COC(=O)C(=O)C(CC(=O)Nc1ccc(C)cc1)C(=O)OC (stereo not drawn) | 104 | 101 | 100 | 102 | 105 | 85 | 111 | 89

2 compounds drawn at random from the list so far:
SMILES | SF-295 | SNB-19 | SF-268 | HCC-2998 | SNB-75 | PC-3 | SF-539 | U251
O=C(O)c1cccnc1C(=O)O | 103&98 | 86&104 | 100&103 | 108 | 89&94 | 94&106 | 84&103 | 92&105
Cc1cccnc1NC(=S)Nc1ncccc1C | 81 | 104 | 108 | / | 96 | 100 | 107 | 100

Next entries.
SMILES | SF-295 | SNB-19 | SF-268 | HCC-2998 | SNB-75 | PC-3 | SF-539 | U251
COc1ccc(NC(=O)CN2CCN(c3ncnc4c3cnn4-c3ccccc3)CC2)cc1 | 103 | 84 | 74 | 111 | 100 | 59 | 94 | 85
COc1cc(-c2nnc(-c3cc4ccc(OCc5ccccc5)cc4nc3OC)o2)cc(OC)c1OC | 99 | 91 | 82 | 93 | 76 | 80 | 87 | 92
Cc1ccc([N+](=O)[O-])cc1O | 115&103 | 107&98 | 95&95 | 108 | 64&77 | 92&87 | 103&98 | 103&98
COc1ccc(/C=C2\N=C(c3ccccc3)N(C(=O)c3ccc(Cl)cc3)NC2=O)cc1 | 76 | 94 | 99 | 101 | / | / | 91 | 79
COc1ccc(C2=C3C(=O)OCC3Cc3ncn(Cc4ccccc4)c32)cc1 (stereo not drawn) | 113 | 99 | 97 | 97 | 67 | / | 93 | 106
CN(C)C(=S)SCCOc1cc(=O)oc2ccccc12 | 91 | 99 | 93 | 97 | 95 | 94 | 97 | 92
CN1CCN(Cc2ccc(NC(=O)c3cncc(C#Cc4cnc5[nH]ncc5c4)c3)cc2C(F)(F)F)CC1 | 35 | 59 | 38 | 46 | 64 | 42 | 13 | 31

Compounds from the list above that contain a tert-butyl group, in the order listed:
SMILES | SF-295 | SNB-19 | SF-268 | HCC-2998 | SNB-75 | PC-3 | SF-539 | U251
CC(C)(C)OC(=O)N/N=C/c1ccc2c(c1)CCC2 | / | 110 | 108 | 107 | 101 | 94 | 95 | 101
CC(C)(C)c1cc(/C=N\O)cc(C(C)(C)C)c1O | 99 | 99 | 108 | 111 | 94 | 105 | 94 | 96
